# VHR inh color: VHR1 phosphatase inhibitors, primary screen, biochemical, colorimetric, HTS. Dual specificity protein phosphatase 3 (Homo sapiens), P51452. recombinant VHR phosphatase, colorimetric substrate read-out. inhibition, % at 20 µM. 50,000 tested, 0.7% active. AID 1992, 2009; in the data active means inhibition above about 60%; further: some results filed as inactive read as strong as hits
# Target sequence (P51452 whole entry, looked up): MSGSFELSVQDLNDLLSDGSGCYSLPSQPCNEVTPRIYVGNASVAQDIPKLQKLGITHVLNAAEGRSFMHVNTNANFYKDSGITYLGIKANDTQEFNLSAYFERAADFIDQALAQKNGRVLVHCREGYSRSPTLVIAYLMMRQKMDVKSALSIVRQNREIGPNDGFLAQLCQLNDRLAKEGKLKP
# An asterisk follows results filed as active; & = joins results of further samples.
SMILES,VHR inh color
CN(C)c1ccc(/C=C2/SC(=S)N(Cc3ccccc3)C2=O)cc1,-15.7
COC(=O)c1ccc(C2C(C(=O)OCC(C)C)=C(C)NC3=C2C(=O)CCC3)cc1 (stereo unspecified),-8.8
O=C(O)/C=C\C(=O)N/N=C/c1ccccc1,-3.4
Cc1ccc(C)c(S(=O)(=O)N2CCN(C)CC2)c1,-21.9
O=C(O)CC1SC(=NC(=O)c2ccco2)N(c2ccccc2)C1=O (stereo unspecified),-0.1
COc1cccc(-n2c(O)c(C=Nc3cc(OC)c(OC)c(OC)c3)c(=O)[nH]c2=O)c1,-8.9
CCOc1ccc(C(=O)Nc2cc3nn(-c4ccc(C)cc4)nc3cc2C)cc1[N+](=O)[O-],5.2
CCOC(=O)c1c(NC(=O)/C=C/C(=O)O)sc2c1CCC(C(C)(C)C)C2 (stereo unspecified),-3.6
Cc1ccc(OCC(=O)Nc2ccccc2CO)c(C)c1,-9.8
COc1ccc(C(c2c(O)cc(C)oc2=O)c2c(O)cc(C)oc2=O)cc1,0.2
O=C1NC(=S)NC(=O)C1=Cc1cc(Cl)c(OCc2ccccc2F)c(Cl)c1,39.3
Cc1ccc(-c2nc3ccccc3s2)cc1NC(=O)c1cccc(I)c1,82.2
CC(=O)C1=C(O)C(=O)N(CCCC(=O)O)C1c1ccc(Br)cc1 (stereo unspecified),0.5
CN1CCc2c(sc3c2C(=O)NC(/C=C\c2ccc([N+](=O)[O-])cc2)N3)C1 (stereo unspecified),15.7
Nc1nonc1N/N=C/c1ccc2nsnc2c1,-20.7
COc1ccc(C(=O)N/C(=C/c2ccc(-c3ccc(Cl)cc3)o2)C(=O)N(C)C)cc1,-3.9
CN1CCO/C1=C(C#N)\C=C1\Nc2ccccc2C1=O,-3.2
COc1ccc(CC(=O)Nc2ccc(-c3nc4ccccc4[nH]3)cc2)cc1OC,3.1
COc1cc(/C=C2\C(=O)NC(=S)N(c3cccc(Br)c3)C2=O)cc(Cl)c1O,25.5
CC(=O)Nc1ccc(N2C(=O)C3C4C=CC(CC4)C3C2=O)cc1 (stereo unspecified),-14.0

# Looked up above:
# COc1ccc(C(=O)N/C(=C/c2ccc(-c3ccc(Cl)cc3)o2)C(=O)N(C)C)cc1 in VHR inh color has -3.9
# Nc1nonc1N/N=C/c1ccc2nsnc2c1 in VHR inh color has -20.7
# O=C1NC(=S)NC(=O)C1=Cc1cc(Cl)c(OCc2ccccc2F)c(Cl)c1 in VHR inh color has 39.3
# CC(=O)Nc1ccc(N2C(=O)C3C4C=CC(CC4)C3C2=O)cc1 (stereo unspecified) in VHR inh color has -14.0
# CN1CCO/C1=C(C#N)\C=C1\Nc2ccccc2C1=O in VHR inh color has -3.2

# The results go on:
SMILES,VHR inh color
O=C(CCCOc1ccccc1)Nc1ccccc1C(F)(F)F,-2.1
CN(C)c1ccc(C(O)Cc2nc3ccccc3n2C)cc1 (stereo unspecified),-5.6
COc1ccc2c(c1)OCC/C2=N/OC(=O)c1ccc(Cl)cc1,-7.2
COc1cc(C(=O)Nc2ccccc2OC(C)C)cc(OC)c1OC,-2.6
Cc1ccc2c(Cl)c(C(=O)N3CCN(c4ccc(Cl)cc4)CC3)sc2c1,-30.0
CCOC(=O)C1=C(C)N=c2s/c(=C\c3ccc4ccccc4n3)c(=O)n2C1c1ccccc1 (stereo unspecified),-1.1
O=C(O)c1ccccc1C(=O)n1cnc2ccccc21,-0.1
Cc1ccc(-c2nc3cc(NC(=O)COc4ccccc4C)ccc3o2)cc1,9.5
CCOc1ccc2nc(SCC(=O)Nc3cc(Cl)ccc3Cl)sc2c1,16.3
COc1ccc(S(=O)(=O)Nc2nc3ccccc3s2)cc1[N+](=O)[O-],11.7
Cc1ccc(NC(=O)c2c(NC(=O)c3cccs3)sc3c2CCCCC3)c(C)c1,-6.0
COc1cccc(C(=O)Nc2ccc(OC)c(OC)c2)c1,-54.8
CC1=NN(c2ccccc2)C(=O)/C1=C\c1ccc(-c2ccc3c(c2)C(=O)NC3=O)o1,84.9
CCOc1cc(OCC)cc(C(=O)Nc2ccc(Br)cc2)c1,-8.0
CCOc1ccccc1OCC(=O)NN,5.0
O=C(NCCOc1ccccc1F)c1cc(F)c(F)cc1Cl,-7.9
c1cnc2cc3c(cc2n1)Nc1nonc1N3,-18.3
CCCCCCNc1cc(C)oc(=O)c1C(C)=O,-6.3
COc1ccccc1N1C(=O)c2ccc3c4c(ccc(c24)C1=O)CC3,-7.3
O=C(N/N=C/c1ccc(Cl)c([N+](=O)[O-])c1)c1ccccn1,-2.0
CCOc1ccc2c(=O)c(-c3nc4ccccc4s3)coc2c1,-1.0
CCn1cc(C=C2C(=O)NC(=S)NC2=O)c2ccccc21,76.5*
Cc1cccc(NC(=O)c2ncn[nH]2)c1C,8.0
CS(=O)(=O)N(Cc1ccco1)CC(O)Cn1c2ccccc2c2ccccc21 (stereo unspecified),-23.7
O=C(/C=C/c1ccco1)Nc1ccc(NC(=O)c2ccc(Cl)cc2Cl)cc1,8.2
O=C(CC(c1ccccc1)c1ccccc1)Nc1cccnc1,-29.8
Cc1nc(-c2ccc(Br)cc2)[nH]c(=O)c1C,0.3
COc1cc(CN2CCN(C(=O)c3ccccc3)CC2)cc(OC)c1O,-2.3
Cc1c(NC(=O)CCN2C(=O)c3ccccc3C2=O)c(=O)n(-c2ccccc2)n1C,-26.5
COc1ccc(OCC(=O)Nc2cccc(C(C)=O)c2)cc1,-15.6
CC1CC(Nc2ccccc2)c2ccccc2N1C(=O)c1cccc(Br)c1 (stereo unspecified),-20.6
Cc1cc(C=C2C(=O)c3ccccc3C2=O)c(C)n1-c1ccc(N2CCOCC2)cc1,4.1
C=C(C)Cn1c(SCC(=O)c2ccc(OC)cc2)nnc1-c1ccco1,8.3
C=CCN1C(=O)NC(=O)/C(=C\c2ccc(OCc3ccc(Cl)cc3)c(OC)c2)C1=O,-31.9
CCOc1cc(C=C2C(=O)NC(=S)NC2=O)cc(Br)c1OCCOc1ccccc1C,4.2
COc1ccc(C)cc1CCC(=O)O,-11.7
CCN1CCC(=NNS(=O)(=O)c2ccc(Cl)cc2)CC1,-23.1
O=C(Nc1ccc2nn(-c3ccccc3)nc2c1)c1ccc([N+](=O)[O-])cc1,-16.7
CCCCOc1ccc(-c2nc(N)n[nH]2)cc1,-9.0&14.2
O=C(Nc1cc(C(F)(F)F)ccc1Cl)C1CC(=O)N(c2ccc(F)cc2)C1 (stereo unspecified),-17.9
O=C(O)c1ccc(Nc2nc(-c3ccccc3)c3cc(Cl)ccc3n2)cc1,9.4
CN(C)c1ccc(C2/C(=C(\O)c3ccccc3)C(=O)C(=O)N2CCCC(=O)O)cc1 (stereo unspecified),-1.7
COC(=O)CN1C(c2cc(OC)c(OC)c(OC)c2)=Nc2ccc(Br)cc2C1c1ccccc1 (stereo unspecified),-3.8
O=C(Nc1ccccc1)C1C2/C=C\CCCCC21 (stereo unspecified),100.1*
C/C(=N/N)c1ccc(-c2ccccc2)cc1,-16.6
COc1ccc(C(=O)NNC2=Nc3cccc4cccc2c34)cc1,-14.6
COC(=O)CNC(c1ccccc1)c1cc(Br)ccc1NC(=O)OCc1ccccc1 (stereo unspecified),-24.7
COc1cc(/C=N/c2oc(C)c(C)c2C#N)ccc1O,-7.1
O=C1NC(=Nc2ccccc2)S/C1=C/c1ccc(-c2cccc(Br)c2)o1,-15.6
CC(CN1CCCCC1)C(=O)c1ccccc1 (stereo unspecified),15.2
# Next part.
SMILES,VHR inh color
COc1ccc(C2NC(=O)NC(C)=C2C(=O)Nc2ccc(Cl)cc2)cc1 (stereo unspecified),-40.4
COc1cc(/C=C2/C(=O)NN(c3ccc(F)c(Cl)c3)C2=O)ccc1OC(C)=O,48.5
CCOC(=O)C1=C(O)/C(=C/c2ccc(O)c(OC)c2)SC1=Nc1ccc([N+](=O)[O-])cc1,10.6
CC(O)C(=O)NS(=O)(=O)c1ccc(C(C)C)cc1 (stereo unspecified),-17.6
CCOC(=O)C1=C(C)NC(=S)NC1c1c(OC)ccc2ccc(OC)cc12 (stereo unspecified),-2.2
COCCCNC(=O)c1ccc(NC(C)=O)cc1,5.3
O=C(Nc1cccc(NC(=O)c2ccccc2[N+](=O)[O-])c1)c1ccco1,-8.3
O=C(Nc1cccc(NC(=O)c2ccc(Cl)cc2Cl)c1)c1cc2ccccc2o1,-6.9
Cc1ccc(CNC(=O)c2ccc(N(C)S(=O)(=O)c3ccccc3)cc2)cc1,6.9
COc1cc(/C=N\NC(=O)c2ccc(Br)cc2)ccc1OCc1ccccc1,-22.3

# In the list so far, 4 have two or more sulfur atoms:
SMILES,VHR inh color
CN(C)c1ccc(/C=C2/SC(=S)N(Cc3ccccc3)C2=O)cc1,-15.7
CCOc1ccc2nc(SCC(=O)Nc3cc(Cl)ccc3Cl)sc2c1,16.3
COc1ccc(S(=O)(=O)Nc2nc3ccccc3s2)cc1[N+](=O)[O-],11.7
Cc1ccc(NC(=O)c2c(NC(=O)c3cccs3)sc3c2CCCCC3)c(C)c1,-6.0

# (continued)
SMILES,VHR inh color
CCSc1nc2ccccc2c(=O)n1-c1cccc(C)c1,10.4
NC(=O)c1cccc(NC(=O)CCC(=O)O)c1,-8.1
O=C(O)CN=C(NS(=O)(=O)c1ccc(Cl)cc1)c1ccccc1,-17.4
Cc1ccc(/C=N/NC(=O)c2ccc(C(=O)N/N=C/c3ccc(C)o3)o2)o1,-32.6
O=C(Nc1cccc2ccccc12)C1C(c2ccccc2)=C1c1ccccc1,100.3*
CC1(C(=O)n2nnc3ccccc32)CC2C=CC1C2 (stereo unspecified),-21.9
COc1cc(/C=N/n2c(C)nnc2-n2nc(C)cc2C)cc(I)c1O,-54.9
O=C(O)c1ccc(NC(=O)c2ccc(Cl)c(S(=O)(=O)N3CCOCC3)c2)cc1,-34.6
COC(=O)c1c(NC(=O)/C=C\C(=O)O)sc(C)c1C,-3.3
O=C(/C=C/c1ccc(OC2CSC2)cc1)c1ccc(Cl)cc1,-10.5
Cc1cc(/C=N/O)c(C)c(COCc2cc(C)cc(/C=N/O)c2C)c1,16.1
CC1(C)CC(=O)c2sc(NC(=O)CN3CCCCC3)nc2C1,9.5
O=[N+]([O-])c1ccc(C2Oc3ccccc3C3CC(c4ccccc4)=NN32)s1 (stereo unspecified),17.3
Cn1c(-c2ccccc2Br)n[nH]c1=S,2.7
NC1=NC(=O)C(CC(=O)Nc2ccccc2C(F)(F)F)S1 (stereo unspecified),-15.7
CCOc1ccccc1N=CC1=C(O)CC(c2ccccc2)CC1=O (stereo unspecified),0.0
O=C(c1ccc(-c2ccccc2)cc1)N1CCN(c2cccc(Cl)c2)CC1,-33.1
COc1cc(C(=O)N2CCN(Cc3cccc(C(F)(F)F)c3)CC2)cc(OC)c1OC,-1.6
Cc1cccn2c(=O)c(/C=C3\SC(=S)N(CC4CCCO4)C3=O)c(NCCc3ccccc3)nc12 (stereo unspecified),-6.6
CCOC(=O)c1c(NC(=O)c2cc(OC)c(OC)c(OC)c2)sc(C(=O)Nc2ccc(OC)cc2OC)c1C,0.1
COc1ccc2c(c1)CCC/C2=N/NC(=O)c1ccoc1C,6.2
COc1ccc(C2=NC(=Cc3ccc(Br)cc3)C(=O)O2)cc1,4.3
CC(=O)NC(C)c1ccc(Cl)c(Cl)c1 (stereo unspecified),-27.5
COc1cc(NC(=O)c2cccs2)c(OC)cc1Cl,-8.4
CC1CCOP(=O)(C(Nc2ccc(Br)cc2)c2ccc(Br)cc2)O1 (stereo unspecified),7.0
Cc1ccccc1/C=N/Nc1ccc([N+](=O)[O-])cc1,3.8
COC(=O)c1c(C)oc2ccc(OC(=O)C(C)(C)C)cc12,-10.9
O=C1C(=O)N(c2cccnc2)C(c2ccc(Br)cc2)/C1=C(\O)c1ccc(Cl)cc1 (stereo unspecified),-3.3
Cc1nnc(SCc2ccccc2)[nH]c1=O,-4.8
CC(=O)Nc1cc(-c2cccc(Br)c2)nn1-c1ccccc1,30.0

# Arranged by SMILES length (low to high): some entries from above
SMILES,VHR inh color
Cc1nnc(SCc2ccccc2)[nH]c1=O,-4.8
COc1ccc2c(c1)CCC/C2=N/NC(=O)c1ccoc1C,6.2
COc1ccc(C2=NC(=Cc3ccc(Br)cc3)C(=O)O2)cc1,4.3

# (listing goes on)
SMILES,VHR inh color
CNc1c(Cl)c(Cl)c(Cl)c2c1C(=O)c1ccccc1C2=O,-6.2
COc1ccc2c(c1)OCC/C2=N/OC(=O)c1cccc(F)c1,-11.8
CC(C)(C)c1cnc(NC(=O)c2ccccc2O)s1,-8.7
Cc1cccc(NC(=O)c2ccc(NC(=O)COc3ccc(Cl)cc3Cl)cc2)c1,-7.3
Cc1cc(C)c(NC(=S)NC(=O)c2ccccc2C)c(C)c1,-10.2
Cc1ccc(NC(=O)CCCOc2ccccc2)cc1,-2.4
COc1ccc(OC)c(/C=C/C(=O)c2cccc([N+](=O)[O-])c2)c1,-9.8
O=C(NCCNc1ccc([N+](=O)[O-])cc1)c1cccnc1,5.3
CC/C(CNC(=O)c1ccccc1)=N/NC(=O)CN(CC)c1ccccc1,0.3
COC(=O)C1=NNC2(C)C(=O)N(c3ccccc3OC)C(=O)C12 (stereo unspecified),97.0*
O=C(Nc1ccccc1C(=O)NCCCn1ccnc1)c1ccccc1,-5.3
O=C1c2ccccc2C(=O)N1CCc1nc2ccccc2c(=O)n1-c1nccs1,-7.1
O=c1oc(-c2ccc(Br)cc2)nc2cc(Cl)ccc12,6.4
CCOC(=O)C1=CN(c2ccc(OCC)cc2)C=C(C(=O)OCC)C1c1cccs1,-13.5
Cc1ccc(N2CCN(C(=O)Nc3ccc(Cl)cc3)CC2)cc1,-14.7
O=C(NC(Cc1ccccc1)Cc1ccccc1)c1ccccc1Br,-8.4
CCCC(=O)Nc1cc(-c2nc3ncccc3o2)ccc1C,-12.0
O=[N+]([O-])c1cccc(CN2CCN(S(=O)(=O)c3ccc(Cl)cc3)CC2)c1,-1.6
O=[N+]([O-])c1ccc(C=Nc2ccc(OC(F)(F)F)cc2)cc1,-2.5
O=C(NC12CC3CC(CC(C3)C1)C2)C1CC(=O)N(c2ccccc2)C1 (stereo unspecified),-9.9
Cc1ccc(N2C(=O)C(Cl)=C(N3CCN(C)CC3)C2=O)cc1,-12.7
Cc1cccc(NC(=O)c2cc(-c3ccc(Cl)cc3)nc3ccccc23)n1,4.2
Cc1ccc(C(O)C#CC(O)(c2ccccc2)c2ccccc2)o1 (stereo unspecified),5.7
COc1ccc(NC(=O)CSc2nc3ccccc3s2)c(OC)c1,-18.2
Cc1cccc(C)c1NC(=O)Cc1ccc(Br)cc1,-0.4

# Bioassay records (PubChem BioAssay)

# Some of the compounds tested (hit frequency here may not be typical).
